Screening results as filed in PubChem.
NOD1 NF-kB reporter: NOD1 signaling inhibitors, primary screen, cell-based, luminescence, uHTS (AID 1578). 290,000 tested, 1% active. NOD1-driven NF-kB luciferase reporter cells, luminescence; higher % means a stronger effect. inhibition, % at 4 µM; hits with a dose series show EC50 in µM; in the data active = inhibition mostly above about 36%, no sharp cut-off; inactive = mostly below about 34%;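 also: HEK-293T reporter cells stimulated with the NOD1 agonist gamma-tri-DAP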
b-catenin transl: alters nuclear translocation of beta-catenin in HeLa cells. immunofluorescence imaging. nuclear translocation activity, % at 5 µM. 190,000 tested, 0.3% active. AID 1665;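 active = nuclear translocation activity above 50% at 5 µM, with a well cell count of 50 or more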;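 also: per-cell ratio of nuclear to cytoplasmic median beta-catenin stain intensity; plate controls were DMSO negative control for no effect and GSK-3 inhibitor IX positive control for full effect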
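System: Human HeLa cells, endogenous beta-catenin | Compound dosing: 5 µM primary, 0.02–20 µM confirmation | Timing: 24 h compound exposure at 37°C, 5% CO2 | Measured by: Fluorescence imaging of beta-catenin antibody stain plus DAPI | Read-out basis: % activation of per-cell nuclear versus cytoplasmic median beta-catenin signal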
Yfh1-depleted yeast: mitochondrial function rescue without frataxin homolog – Friedreich's ataxia, plus single-dose screen, dose response (AID 1465). S. cerevisiae Yfh1-off respiration, WST-1 reduction, 72 h; higher fold induction means a stronger effect. fold induction at 50 µM, or EC50 in µM where a hit was titrated. 220,000 tested, 0.074% active;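 active = fold induction of absorbance versus untreated yeast above a set limit, then at least 30% activation at any dose in follow-up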;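 also: activators that raise dye reduction in frataxin-depleted yeast; strong numbers were not always called active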
MT stabilize HCS: stabilizes microtubules in HeLa cells; HeLa tubulin immunostaining HCS, 24 h; share of cells brighter than vehicle mean+2SD; % tubulin-high responders, % at 10 µM; 200,000 tested, 0.83% active; AID 2205;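 active = plate Z-score above 3 for both tubulin-high and condensed-nucleus cell shares, with cell loss under 80%, at 10 µM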;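 also: anti alpha tubulin signal scored within the nucleus-defined area of each cell; some results filed as inactive read as strong as hits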
HEK293 NOD2/NF-kB: NOD2 signaling inhibitors, cell-based, luminescence, uHTS, HEK293 (AID 1566); HEK293 NOD2/NF-kB luciferase reporter, luminescence; higher % means a stronger effect; inhibition, % at 4 µM; hits with a dose series show EC50 in µM; 290,000 tested, 0.63% active; in the data active = inhibition above about 50%; also: many of its hits are not listed in these tables
Insulin prom up: MIN6 insulin promoter up-regulation; MIN6 insulin promoter-GFP reporter, high-content imaging; stronger effect = higher value; z-score at 5 µM; 190,000 tested, 0.3% active;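 active = z-score above 3 at 5 µM with at least 500 cells counted in the well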
P. falciparum M17LAP: P. falciparum M17LAP inhibitors, primary screen, biochemical, fluorogenic H-Leu-NHMec substrate, 1536-well (AID 1619); 220,000 tested, 0.38% active; inhibition, % at 30 µM; hits with a dose series show IC50 in µM; recombinant M17LAP, H-Leu-NHMec fluorogenic kinetic assay; higher % means a stronger effect;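 active = compound inhibiting the enzyme by more than half at any dose during confirmatory dose-response retesting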;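 also: plate controls were full reaction with DMSO carrier for no effect and no enzyme background for full effect; strong numbers were not always called active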
Autophagy HCS: alters autophagy in cells; MEF GFP-LC3 puncta imaging; test concentration mostly 10 µM; calls only at 10 µM (by protocol); 190,000 tested, 0.98% active; AID 463193;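 active = percentage of spot-positive cells more than 3 SD above its plate mean, without a fluorescence outlier flag or 80% toxicity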;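 also: spot-positive cell cutoff set from DMSO-treated cells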
Dynein transport: dynein cargo transport inhibition. 3617.4 mouse cells, GR-EGFP nuclear translocation imaging; test concentration mostly 20 µM; stimulated with dexamethasone, 1 µM; stronger effect = lower value. z-score, hits read low. 220,000 tested, 0.47% active;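 active = plate z-score of nuclear minus cytoplasmic receptor signal below a set negative limit, without overly bright fluorescence or cell loss, cut at about -3.5 in these data, passing the limit was not always enough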;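 also: z-score of nuclear minus cytoplasmic ring GR-EGFP intensity difference per well; some compounds called inactive have numbers as strong as hits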
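Medium: Induction medium lacking tetracycline, stripped serum | Probe or stimulus: 1.0 µM final dexamethasone stimulus | Schedule: 48 h induction, then 1 h compound, then 30 min agonist, 37 °C | Signal: Automated 10x imaging of fixed Hoechst-stained cells | Evaluation: Per-cell GR-EGFP intensity, nucleus versus surrounding cytoplasmic ring, well-averaged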
Dynein transport cytoplasmic EGFP: further read-out of Dynein transport, marked with its call; z-score; measured here: cytoplasmic GR-EGFP intensity; stronger effect = higher value
Dynein transport nuclear GR-EGFP: second read-out of Dynein transport, no call of its own (marks repeat the call); z-score; measured here: nuclear GR-EGFP intensity;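 lower value marks the stronger effect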
Dynein transport cell count: also measured in Dynein transport; calls as there; z-score; measured here: cell count per field
Insulin prom up cell count: recorded beside Insulin prom up, whose call it bears; cell count; measured here: cytotoxicity, nuclei count;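 total cells summed across four imaged fields per well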
b-catenin transl cell count 5 µM: recorded beside b-catenin transl, whose call it bears; cell count; measured here: cell count, cytotoxicity flag
MT stabilize HCS Hoechst-high %: recorded beside MT stabilize HCS, whose call it bears; % Hoechst-high responders; measured here: nuclear condensation Hoechst responders;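 share of cells brighter than vehicle mean plus two SD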
MT stabilize HCS cytotoxicity %: recorded beside MT stabilize HCS, whose call it bears; toxicity, %; measured here: cytotoxicity by cell density;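 0% = mean cell density of plate MIN control wells and 100% = no cells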
Autophagy HCS cell loss 18 h: also measured in Autophagy HCS; calls as there; toxicity, %; measured here: cell loss, nuclei count;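 cell loss after 18 h compound exposure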
Active calls of the source: *; i = inactive; . = no result given; + = active, no number.

SMILES	NOD1 NF-kB reporter	b-catenin transl	b-catenin transl cell count 5 µM	Yfh1-depleted yeast	MT stabilize HCS	MT stabilize HCS Hoechst-high %	MT stabilize HCS cytotoxicity %	HEK293 NOD2/NF-kB	Insulin prom up	Insulin prom up cell count	P. falciparum M17LAP	Autophagy HCS	Autophagy HCS cell loss 18 h	Dynein transport	Dynein transport cytoplasmic EGFP	Dynein transport nuclear GR-EGFP	Dynein transport cell count
Cn1c(=O)oc2cc(S(=O)(=O)N3CCCc4ccccc43)ccc21	15%	.	.	i	6.4	2.0	2.6	-4%	-0.39	959	-1%	i	22	1.3	-0.022	1	-1.2
Cn1c(-c2ccc(C=O)s2)nc2ccccc21	-49%	.	.	i	2.3	1.6	5.4	-24%	-0.22	845	-23%	i	2	-0.71	-0.2	-0.43	-0.032
O=C(CSc1ncnc2sccc12)Nc1ccccc1	-46%	-4.7	1128	i	4.4	2.0	4.1	0%	-0.03	1635	14%	i	-3	0.15	-0.2	0.11	0.14
CCn1c(SCC(=O)N(C(C)C)C(C)C)nnc1-c1cc2ccccc2cc1O	14%	-0.8	1082	i	1.6	1.2	10	6%	0.35	773	0%	i	17	1.4	-0.13	0.6	-0.77
O=C(NCC(=O)N(Cc1ccccc1)C(C(=O)NC1CCCC1)c1cccnc1)c1ccco1 (stereo not given)	0%	-4.7	561	i	2.5	1.2	5.5	2%	-0.81	1252	-2%	i	9	-0.74	-0.26	-0.33	0.65
COc1cc(O)c(C(CC(=O)N2CCCC(C)C2)c2ccc3c(c2)OCO3)c(OC)c1 (stereo not given)	-2%	-0.5	1158	i	.	.	.	8%	.	.	-5%	.	.	-0.91	-0.8	-0.37	0.067
Nn1c(Cc2ccccc2F)nnc1SCn1nnc2ccccc2c1=O	-14%	0.1	1117	i	1.9	4.0	4.8	-1%	-0.12	1381	3%	i	13	2.6	0.14	1.5	-0.041
O=C(COc1cccc(Cl)c1Cl)Nc1ccc2c(c1)CCC2	21%	-1.1	999	i	2.9	2.8	1.9	-16%	0.58	1444	-5%	i	8	-0.86	-0.19	-0.52	0.35
O=C(O)CSCc1nc2scc(-c3ccccc3)c2c(=O)[nH]1	-33%	0.9	1053	i	1.9	1.7	7.0	-2%	-0.74	1302	-1%	i	1	-0.23	-0.35	-0.23	0.53
O=C(O)/C=C/C(=O)NCCNc1ncc(C(F)(F)F)cc1Cl	-28%	-0.8	1587	i	2.2	2.2	10	7%	1.3	1468	-2%	i	12	0.71	0.085	0.25	-0.3
Cc1ccc(NC(=O)N2CCC(C(=O)NCCC3=CCCCC3)CC2)cc1	5%	-5.7	990	i	2.4	2.7	8.4	5%	-0.58	1127	-3%	i	18	-0.048	-0.22	0.11	0.88
O=C(NCCCn1ccnc1)C(=O)NCC(c1ccco1)N1CCN(c2ccccc2)CC1 (stereo not given)	-42%	-0.5	1105	i	1.9	2.1	1.8	2%	0.27	1282	2%	i	7	0.2	-0.32	-0.26	0.62
Cc1c(C(=O)N2CCCc3ccccc32)sc2nc(-c3ccccc3)cn12	-10%	-0.2	1197	i	.	.	.	-39%	1.2	661	20%	.	.	0.26	-0.79	0.55	-0.25
COc1ccccc1NC(=O)c1ccc(-c2ccccc2F)o1	-28%	-2.5	1214	i	4.2	2.4	0.9	-57%	0.54	1144	0%	i	-5	-4.1	3.8	-0.97	-4.8
COc1ccc(C2CC(c3cccs3)=NN2C(=O)c2ccc(Br)o2)cc1 (stereo not given)	-7%	-1.0	991	i	2.7	1.9	0.6	-22%	-0.41	1309	11%	i	7	1.9	-0.27	0.6	-1
C=CCc1ccc(OCCN2CCc3ccccc3C2)c(OC)c1	-7%	0.5	910	i	3.5	1.1	10	-20%	0.75	1626	9%	i	3	-0.076	-0.34	0.55	-0.44
Cc1cc(NC(=O)C2CC2)ncc1NC(=O)C12CC3CC(CC(C3)C1)C2	-8%	-1.5	1194	i	2.9	1.6	9.6	-5%	0.74	1022	9%	i	12	0.24	-0.44	-0.07	0.63
Cc1nc(-c2ccccc2)sc1-c1nc(-c2ccccc2)ncc1S(=O)(=O)c1ccccc1	-7%	.	.	.	3.2	3.2	11	-18%	0.09	1479	-1%	i	-8	-0.13	-0.26	-0.044	0.55
Fc1ccc(/C=C2\CCCC3=C2NC(=S)NC3c2ccc(F)cc2)cc1 (stereo not given)	-7%	-1.2	522	i	1.1	4.7	7.6	2%	-0.04	1391	27%	i	8	-0.35	-0.16	-0.38	0.53
Cc1ccc2nc(C)c3c(c2c1)SCC3	-4%	3.0	1151	i	.	.	.	11%	-0.25	1123	5%	.	.	0.3	-0.26	0.58	0.49
COc1ccc(CCNC(=S)NCCc2c[nH]c3ccccc23)cc1	-5%	0.4	1004	i	5.6	3.0	9.6	15%	0.12	1142	6%	i	5	-0.52	1.6	0.26	0.42
CC1CCN(C(=O)Nc2ccc3nsnc3c2)CC1	0%	2.2	1392	i	2.0	1.6	8.9	-45%	0.08	1566	-19%	i	5	0.094	-0.15	-0.81	-0.12
O=C(O)C1Cc2ccccc2CN1C(=O)CSc1nnc2ccccn12 (stereo not given)	-13%	-0.8	1154	i	4.2	2.7	5.4	2%	-0.05	1192	12%	i	-1	-0.4	3.4	0.42	0.13
CC(C)c1ccc(NC(=O)c2cc(Br)ccc2Br)cc1	-16%	-0.4	1466	i	5.4	2.1	4.0	-17%	0.7	1485	7%	i	9	-0.17	-0.29	-0.15	-0.42
NC(=S)N/N=C/c1cccc(O)c1O	-2%	2.9	1475	i	4.1	4.8	1.1	26%	-5.7	835	43%	i	4	-0.35	-0.23	-0.01	0.33
O=C(Nc1cccc(C(F)(F)F)c1)c1cccnc1N1CCOCC1	-33%	-2.3	557	i	2.3	3.2	9.1	0%	-0.03	1331	27%	i	4	-0.71	-0.3	-0.66	0.4
COc1ccc(C(=O)/C=C2/c3ccccc3CC(C)(C)N2C)cc1	-26%	.	.	.	28*	39*	52*	-58%	.	.	12%	i	32	-0.32	-0.2	-0.31	-0.57
Cc1cc2cc(CNC(=O)Cc3cccs3)ccc2n1C	0%	-2.0	1183	i	.	.	.	-16%	-1.2	972	11%	.	.	-0.39	-0.43	0.16	-0.59
CCOC(=O)C1CCN(c2nc(N)c3c(N)nc(SCC(=O)O)cc3c2C#N)CC1	-4%	-3.0	1235	i	.	.	.	14%	0.4	1375	17%	.	.	-0.66	0.89	-0.21	0.12
Cc1cc(C(=O)O/N=C(\N)c2ccncc2)ccc1[N+](=O)[O-]	-13%	0.2	1354	i	.	.	.	-85%	-1	1464	-3%	.	.	0.55	-0.23	0.44	-0.042
COc1cc(OC)c(C2C(C#N)=C(N)OC3=C2C(=O)CC(C)(C)C3)cc1OC (stereo not given)	28%	.	.	i	5.4	2.5	2.5	18%	1.1	1112	4%	i	3	0.22	0.17	0.92	-0.69
CN(C)S(=O)(=O)c1ccc(C(=O)Nc2nc3ccccc3[nH]2)cc1	-58%	-0.3	1043	i	2.6	1.8	7.0	-38%	0	1326	-2%	i	1	-0.082	-0.3	0.27	0.27
Cc1ccc2c(c1)-c1cc(C)nn1C(c1sccc1C)N2 (stereo not given)	-30%	-2.6	939	i	3.8	1.4	9.2	-8%	.	.	4%	i	11	-1.2	-0.32	-0.46	0.97
COc1ccccc1Oc1coc2cc(OC(=O)N3CCOCC3)ccc2c1=O	-20%	0.2	1074	i	3.0	2.2	4.2	9%	1	1268	13%	i	-2	-0.14	-0.2	0.25	-0.82
COC(=O)C1=C(O)/C(=C\c2ccc(CNS(=O)(=O)c3ccc(Cl)cc3)o2)N=C1C	-13%	.	.	i	6.8	1.2	7.7	9%	0.13	1274	16%	i	-5	-0.11	-0.2	0.11	0.76
CSc1ncc(CN2CCN(CCC(C)C)C(CCO)C2)cn1 (stereo not given)	-21%	-0.6	1008	i	3.9	1.0	5.8	-20%	0.55	1453	.	i	-16	-0.36	-0.32	0.14	0.69
COc1ccc(N2CCN(C(=O)C3CCN(S(=O)(=O)c4cccs4)CC3)CC2)cc1	1%	1.2	1053	i	2.6	2.9	3.4	5%	0.05	1306	-1%	i	43	-0.35	-0.31	0.16	-0.095
C[C@]12CC[C@@H]3c4ccc(OC(=O)c5ccccc5)cc4CC[C@H]3[C@@H]1CC[C@@H]2O	40%	-1.1	473	i	9.1	4.4	9.4	-5%	.	.	1%	+	5.7*	0.41	-0.3	0.39	0.48
COc1ccc(Br)cc1/C=N/NC(=O)Cn1nnnc1N	-2%	-1.3	1117	i	.	.	.	18%	-0.19	1399	1%	.	.	-0.54	-0.31	-0.26	0.32
CCC(=O)Nc1c(C(=O)Nc2cccc(OC)c2)oc2ccccc12	7%	-1.9	1439	i	1.7	1.9	10	-3%	-0.32	1720	-2%	i	0	-0.43	0.13	-0.33	0.21

3 entries from above, ordered by the value under P. falciparum M17LAP, falling.
molecule | P. falciparum M17LAP
Cc1ccc2c(c1)-c1cc(C)nn1C(c1sccc1C)N2 (stereo not given) | 4%
COc1ccc(N2CCN(C(=O)C3CCN(S(=O)(=O)c4cccs4)CC3)CC2)cc1 | -1%
CCC(=O)Nc1c(C(=O)Nc2cccc(OC)c2)oc2ccccc12 | -2%

Some of the compounds tested, so the mix of outcomes need not match the whole.
